Screens deposited in PubChem by several laboratories.
MEX-5 binding: MEX-5 zinc finger RNA-binding disruptors – biochemical, C. elegans, fluorescence polarization, MLPCN library, primary screen; Zinc finger protein mex-5 (Caenorhabditis elegans), Q9XUB2; MEX-5/FITC-TCR2 RNA binding; active compounds read low; activity score (negative = inhibition of binding), % at 10 µM; 300,000 tested, 0.38% active; AID 1832, 2009;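 active = inhibition past about -25% in most replicates, and total fluorescence under double the plate's negative control median, limit read from the data; inconclusive = replicates evenly split on the limit, or fluorescence at least double controls; inactive = too little inhibition in most replicates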;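 note: 0% = DMSO and -100% = 5 µM competing unlabeled TCR2 RNA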
Target sequence (Q9XUB2 whole entry, looked up): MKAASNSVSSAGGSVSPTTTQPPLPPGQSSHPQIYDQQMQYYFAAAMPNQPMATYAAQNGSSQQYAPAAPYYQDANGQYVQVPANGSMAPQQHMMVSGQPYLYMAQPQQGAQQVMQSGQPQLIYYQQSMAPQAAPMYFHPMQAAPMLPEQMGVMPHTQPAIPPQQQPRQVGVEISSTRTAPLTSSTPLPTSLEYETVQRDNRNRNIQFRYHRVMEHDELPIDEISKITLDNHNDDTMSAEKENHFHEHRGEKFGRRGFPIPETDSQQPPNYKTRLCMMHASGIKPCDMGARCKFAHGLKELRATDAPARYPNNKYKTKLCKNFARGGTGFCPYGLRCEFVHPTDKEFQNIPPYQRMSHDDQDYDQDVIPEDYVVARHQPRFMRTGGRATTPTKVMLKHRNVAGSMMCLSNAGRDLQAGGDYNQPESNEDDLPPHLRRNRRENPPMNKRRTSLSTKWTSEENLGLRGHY
AGP1 TOR yeast: modulators of AGP1-GFP expression in yeast TOR pathway, primary screen, cell-based, multiplex flow cytometry, S. cerevisiae, MLPCN library | 3 h; GFP as percent of DMSO wells | GFP response vs DMSO, % at 10 µM | 320,000 tested, 0.02% active | AID 2066, 2009;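 active = GFP response relative to DMSO above a set limit, near screen average plus 3 SD, cut at about 150% in these data; inconclusive = fewer than 70 cells counted for the yeast strain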;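 note: median GFP channel fluorescence of the gated AGP1 strain per well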
MCL1-BIM inh: inhibitors of MCL1 binding to BIM-BH3, primary screen, biochemical, fluorescence polarization; Induced myeloid leukemia cell differentiation protein Mcl-1 (Homo sapiens), Q07820; GST-MCL1 / FITC-Bim-BH3 fluorescence polarization; inhibition, % at 10.9 µM; 320,000 tested, 0.68% active; AID 2057, 2009;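 active = inhibition above the mean inhibition of all tested compounds plus 3 SD, set per campaign, cut at about 40% in these data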;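 note: 0% = DMSO wells and 100% = unlabeled Bim-BH3 peptide control; higher means more loss of mP so more displacement of Bim peptide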
GRK2 aptamer HTS: compounds blocking aptamer binding on GRK2 – biochemical, human GRK2, bead flow cytometry, HTS, primary screen | FAM-aptamer displacement from GRK2 | AID 488847, 2010 | 330,000 tested, 0.59% active | inhibition of aptamer binding, % at 10 µM;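 active = inhibition of aptamer binding above 40%, roughly 3 SD of noise, on plates passing a quality check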;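 note: median bead fluorescence of bound FAM aptamer so fluorescent compounds give negative values; no value below 0 was filed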
CIT2 TOR yeast: modulators of CIT2-GFP expression in yeast, primary screen, S. cerevisiae, GFP fusion, multiplex flow cytometry, MLPCN library; S. cerevisiae CIT2-GFP strain, 3 h; 100 means same as DMSO wells; GFP response vs DMSO, % at 10 µM; 320,000 tested, 0.065% active;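 active = GFP response relative to DMSO above a set limit, near the screen mean plus 3 SD, cut at about 150% in these data; inconclusive = Fewer than 70 cells measured for a yeast strain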;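 note: ratio of well median GFP fluorescence to mean of DMSO wells on the plate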
VLA-4 inh: inhibition in human VLA-4 binding assay, primary screen, VLA-4 allosteric modulator project, MLPCN library, flow cytometry, VLA-4 expressing cells. ligand binding flow cytometry. Integrin alpha-4 (Homo sapiens), P13612. inhibition, % (about 7 µM as worked out from the volumes in the protocol). 330,000 tested, 0.2% active; in the data active = inhibition above about 50%
BCLXL inh: inhibitors of human Bcl-xL, primary screen, biochemical, fluorescence polarization, HTS; Bcl-2-like protein 1 (Homo sapiens), Q07817; GST-Bcl-xL / FITC-Bim BH3 peptide fluorescence polarization; inhibition, % at 10.9 µM; 320,000 tested, 0.7% active;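 active = inhibition above the mean of all tested compounds plus 3 SD, cutoff set per campaign, cut at about 30% in these data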;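 note: 0% = DMSO wells and 100% = unlabeled Bim-BH3 peptide competitor; inhibitors lower millipolarization by displacing the labeled peptide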
Yeast superoxide: reduction of superoxide in aged yeast, primary screen, HTS. S. cerevisiae aged cells, superoxide DHE fluorescence; active compounds read low. superoxide response (% of plate mean), % at 10 µM. 330,000 tested, 0.18% active. AID 2690, 2010;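 active = superoxide response under a set limit, about three screen SD below normal, cut at about 65% in these data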;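 note: yeast aged for seven days with compound at 30 °C before DHE staining; 100% = average MFI of all compound-treated wells on the plate with controls excluded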
GLD-1 TGE inh: GLD-1/TGE RNA complex disruptors, primary screen, biochemical, fluorescence polarization. Female germline-specific tumor suppressor gld-1 (Caenorhabditis elegans), Q17339. purified GLD-1 + fluorescein TGE RNA. inhibition, % at 5.96 µM. 320,000 tested, 0.44% active. AID 2280, 2010;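 active = percent inhibition above a per-plate cutoff, the plate mean of test compounds plus 3 SD, cut at about 30% in these data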;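 note: 0% = DMSO wells with GLD-1 and probe and 100% = wells lacking GLD-1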
Target sequence (Q17339 whole entry, looked up): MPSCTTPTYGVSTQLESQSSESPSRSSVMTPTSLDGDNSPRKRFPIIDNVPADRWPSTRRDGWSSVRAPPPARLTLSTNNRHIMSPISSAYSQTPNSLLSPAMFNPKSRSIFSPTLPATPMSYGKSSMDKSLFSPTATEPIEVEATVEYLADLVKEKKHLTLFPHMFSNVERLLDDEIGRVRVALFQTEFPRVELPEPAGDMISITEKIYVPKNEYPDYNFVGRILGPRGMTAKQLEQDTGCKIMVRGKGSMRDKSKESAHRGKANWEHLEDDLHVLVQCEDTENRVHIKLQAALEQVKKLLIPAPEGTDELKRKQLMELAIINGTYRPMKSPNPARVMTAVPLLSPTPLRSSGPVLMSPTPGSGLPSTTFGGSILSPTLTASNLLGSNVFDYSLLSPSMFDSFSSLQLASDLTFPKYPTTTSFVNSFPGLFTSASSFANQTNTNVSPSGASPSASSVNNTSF
Starred values were filed as active, the others as inactive; [ ] = dose if it differs, or a comment. Outcome played no part in choosing rows; about 2.1% have a hit in one of these screens.

For CON(C)C(=O)C[C@@H]1C[C@H](OC(=O)c2ccc([N+](=O)[O-])cc2)CN1C(=O)OC(C)(C)C the results were AGP1 TOR yeast 98, GRK2 aptamer HTS 5, CIT2 TOR yeast 97, VLA-4 inh 9, Yeast superoxide 91 and GLD-1 TGE inh -2.
For CS(=O)(=O)N1CCN(c2ccccc2NC(=O)c2ccc([N+](=O)[O-])o2)CC1 the results were MEX-5 binding -1.2, AGP1 TOR yeast 103, MCL1-BIM inh 4, GRK2 aptamer HTS 1, CIT2 TOR yeast 90, VLA-4 inh 6, BCLXL inh 3, Yeast superoxide 107 and GLD-1 TGE inh -4.
Screening CCN(C(=O)COC(=O)c1cc(-c2ccccc2)nc2c1c(C)nn2-c1ccccc1)C1CCS(=O)(=O)C1 (centres undefined) returned MEX-5 binding -3.0, AGP1 TOR yeast 96, MCL1-BIM inh -2, GRK2 aptamer HTS 0, CIT2 TOR yeast 95, VLA-4 inh 12, BCLXL inh 8, Yeast superoxide 103 and GLD-1 TGE inh 10.
For O=C(COC(=O)Cn1cnc2ccccc2c1=O)Nc1ccccc1OC(F)F the results were AGP1 TOR yeast 100, GRK2 aptamer HTS 0, CIT2 TOR yeast 104, VLA-4 inh -6, Yeast superoxide 93 and GLD-1 TGE inh 5.
Screening Cc1onc(-c2ccccc2)c1C(=O)NC(C)c1ccccc1 (centres undefined) returned MEX-5 binding -2.0, AGP1 TOR yeast 105, MCL1-BIM inh 8, GRK2 aptamer HTS 2, CIT2 TOR yeast 106, VLA-4 inh 2, BCLXL inh 0, Yeast superoxide 82 and GLD-1 TGE inh -2.
CN(NC(=O)COc1ccccc1)c1ccccc1 was read as MEX-5 binding -2.4, AGP1 TOR yeast 16[may fluoresce violet], MCL1-BIM inh 1, GRK2 aptamer HTS 0, CIT2 TOR yeast inconclusive, VLA-4 inh 9, BCLXL inh 3, Yeast superoxide 82 and GLD-1 TGE inh 6.
For Cc1ccc(O)c(-c2cc(C(=O)NCc3ccc4c(c3)OCO4)[nH]n2)c1 the results were MEX-5 binding -3.4, AGP1 TOR yeast 97, MCL1-BIM inh 4, GRK2 aptamer HTS 3, CIT2 TOR yeast 91, VLA-4 inh 10, BCLXL inh 1, Yeast superoxide 99 and GLD-1 TGE inh -3.
For CCC(Cc1ccccc1)n1c(=S)[nH]c2ccccc2c1=O (centres undefined) the results were MEX-5 binding -2.9, AGP1 TOR yeast 98, MCL1-BIM inh 7, GRK2 aptamer HTS 0, CIT2 TOR yeast 85, VLA-4 inh 10, BCLXL inh 5, Yeast superoxide 98 and GLD-1 TGE inh 11.
For CSCCC(NC(=O)c1ccco1)C(=O)NCC(c1ccco1)N1CCCCC1 (centres undefined) the results were AGP1 TOR yeast 98, MCL1-BIM inh 7, GRK2 aptamer HTS 0, CIT2 TOR yeast 98, VLA-4 inh 8, BCLXL inh 4, Yeast superoxide 85 and GLD-1 TGE inh 1.
`COc1ccc(C(=O)Nc2ccc(N3CCN(c4ccc(OC)cc4)CC3)c(C#N)c2)cc1` gave MEX-5 binding -2.4, AGP1 TOR yeast 95, MCL1-BIM inh 0, GRK2 aptamer HTS 0, CIT2 TOR yeast 89, VLA-4 inh 14, BCLXL inh -1, Yeast superoxide 130 and GLD-1 TGE inh -2.
For COc1ccc(CNC(=O)C(C)n2nc(C)c3c(C)n(-c4ccccc4)nc3c2=O)c(OC)c1 (centres undefined) the results were MEX-5 binding -0.6, AGP1 TOR yeast 109, MCL1-BIM inh -2, GRK2 aptamer HTS 2, CIT2 TOR yeast 108, VLA-4 inh 0, BCLXL inh -5, Yeast superoxide 117 and GLD-1 TGE inh -1.
Screening COc1ccc(C(=O)CSc2nnc(CNC(=O)c3ccccc3)o2)cc1 returned MEX-5 binding 2.1, AGP1 TOR yeast 105, MCL1-BIM inh 4, GRK2 aptamer HTS 2, CIT2 TOR yeast 97, VLA-4 inh 32, BCLXL inh 6, Yeast superoxide 104 and GLD-1 TGE inh 2.

3 records picked at random from those above:
For O=C(COC(=O)Cn1cnc2ccccc2c1=O)Nc1ccccc1OC(F)F the results were AGP1 TOR yeast 100, GRK2 aptamer HTS 0, CIT2 TOR yeast 104, VLA-4 inh -6, Yeast superoxide 93 and GLD-1 TGE inh 5.
For CON(C)C(=O)C[C@@H]1C[C@H](OC(=O)c2ccc([N+](=O)[O-])cc2)CN1C(=O)OC(C)(C)C the results were AGP1 TOR yeast 98, GRK2 aptamer HTS 5, CIT2 TOR yeast 97, VLA-4 inh 9, Yeast superoxide 91 and GLD-1 TGE inh -2.
Screening COc1ccc(C(=O)CSc2nnc(CNC(=O)c3ccccc3)o2)cc1 returned MEX-5 binding 2.1, AGP1 TOR yeast 105, MCL1-BIM inh 4, GRK2 aptamer HTS 2, CIT2 TOR yeast 97, VLA-4 inh 32, BCLXL inh 6, Yeast superoxide 104 and GLD-1 TGE inh 2.

(more compounds)
`Cc1cccc2cc(/C=N/NC(=O)c3ccccc3O)c(Cl)nc12` gave MEX-5 binding -0.4, AGP1 TOR yeast 94, MCL1-BIM inh 2, GRK2 aptamer HTS 0, CIT2 TOR yeast 101, VLA-4 inh 6, BCLXL inh -3, Yeast superoxide 96 and GLD-1 TGE inh 7.
Cn1ncc(Br)c1NC(=O)Nc1ccccc1 was read as MEX-5 binding 3.0, AGP1 TOR yeast 106, MCL1-BIM inh 0, GRK2 aptamer HTS 0, CIT2 TOR yeast 106, VLA-4 inh 5, BCLXL inh 2, Yeast superoxide 101 and GLD-1 TGE inh 5.
O=C(NCc1ccccn1)c1cccs1 was read as MEX-5 binding -1.4, AGP1 TOR yeast 99, MCL1-BIM inh -4, GRK2 aptamer HTS 4, CIT2 TOR yeast 93, VLA-4 inh 8, BCLXL inh 4, Yeast superoxide 110 and GLD-1 TGE inh 3.
Screening CN1CCN(C(=O)c2cccn(Cc3ccc(C(F)(F)F)cc3)c2=O)CC1 returned MEX-5 binding 0.2, AGP1 TOR yeast 94, MCL1-BIM inh 4, GRK2 aptamer HTS 2, CIT2 TOR yeast 96, VLA-4 inh 7, BCLXL inh 4, Yeast superoxide 87 and GLD-1 TGE inh -11.
For O=C(COc1ccccc1Cl)NCCNC(=O)c1ccncc1 the results were MEX-5 binding -3.1, AGP1 TOR yeast 103, MCL1-BIM inh -5, GRK2 aptamer HTS 0, CIT2 TOR yeast 111, VLA-4 inh 8, BCLXL inh 3, Yeast superoxide 96 and GLD-1 TGE inh 0.
`CCn1nc(NC(=O)c2ccncc2)c2cc3ccc(C)cc3nc21` gave MEX-5 binding -4.2, AGP1 TOR yeast 100, MCL1-BIM inh 2, GRK2 aptamer HTS 4, CIT2 TOR yeast 113, VLA-4 inh 0, BCLXL inh 1, Yeast superoxide 119 and GLD-1 TGE inh 3.
`Cc1cc(C)n(/N=C/c2cccc([N+](=O)[O-])c2)c(=O)c1` gave MEX-5 binding 2.3, AGP1 TOR yeast 99, MCL1-BIM inh -3, GRK2 aptamer HTS 0, CIT2 TOR yeast 103, VLA-4 inh 7, BCLXL inh -2, Yeast superoxide 78 and GLD-1 TGE inh 7.
Cn1nccc1CNC(=O)c1c(Cl)cnn1C was read as MEX-5 binding 0.6, AGP1 TOR yeast 102, MCL1-BIM inh 18, GRK2 aptamer HTS 0, CIT2 TOR yeast 104, VLA-4 inh -18, BCLXL inh 8, Yeast superoxide 97 and GLD-1 TGE inh 5.
`CCN(Cc1ccccc1)c1ccc(/C=N/N2CCOCC2)cc1` gave MEX-5 binding -1.4, AGP1 TOR yeast 99, MCL1-BIM inh 10, GRK2 aptamer HTS 0, CIT2 TOR yeast 97, VLA-4 inh 4, BCLXL inh 4, Yeast superoxide 100 and GLD-1 TGE inh 4.
For COc1cc(NC(=O)C2CCCC2)c(OC)cc1Cl the results were MEX-5 binding -1.4, AGP1 TOR yeast 90, MCL1-BIM inh 4, GRK2 aptamer HTS 0, CIT2 TOR yeast 79, VLA-4 inh 12, BCLXL inh 3, Yeast superoxide 98 and GLD-1 TGE inh 10.
Screening COc1ccc(OC)c(-c2c3c([nH]c(=S)c2C#N)CCCC3)c1 returned MEX-5 binding 3.6, AGP1 TOR yeast 100, MCL1-BIM inh -3, GRK2 aptamer HTS 0, CIT2 TOR yeast 99, VLA-4 inh 5, BCLXL inh 11, Yeast superoxide 94 and GLD-1 TGE inh 7.
`COc1ccccc1CNc1ccc2nnc(CCNC(=O)c3ccccc3)n2n1` gave MEX-5 binding -4.2, AGP1 TOR yeast 118, MCL1-BIM inh 6, GRK2 aptamer HTS 1, CIT2 TOR yeast 111, VLA-4 inh 28, BCLXL inh 7, Yeast superoxide 112 and GLD-1 TGE inh -6.
For CCN1CCN(C(=O)C2=CC(c3ccc(C)cc3)=NS(=O)(=O)N2C)CC1 the results were MEX-5 binding 0.6, AGP1 TOR yeast 111, MCL1-BIM inh 0, GRK2 aptamer HTS 5, CIT2 TOR yeast 127, VLA-4 inh -14, BCLXL inh 1, Yeast superoxide 97 and GLD-1 TGE inh 5.
Screening Cc1cc(NC(=O)CSc2nc3ccccc3c(=O)n2CCCC(=O)NCc2ccco2)n[nH]1 returned MEX-5 binding 1.6, AGP1 TOR yeast 90, MCL1-BIM inh -8, GRK2 aptamer HTS 0, CIT2 TOR yeast 74, VLA-4 inh -10, BCLXL inh -3, Yeast superoxide 92 and GLD-1 TGE inh 3.
For CC1CC(C)CN(CCCNC(=O)c2c(O)nc3ccccn3c2=O)C1 (centres undefined) the results were MEX-5 binding 1.1, AGP1 TOR yeast 111, MCL1-BIM inh 8, GRK2 aptamer HTS 0, CIT2 TOR yeast 106, VLA-4 inh -1, BCLXL inh 2, Yeast superoxide 99 and GLD-1 TGE inh 5.
For Cc1cc(NS(=O)(=O)c2ccc(NS(=O)(=O)c3cc(C)c(Cl)cc3Cl)cc2)no1 the results were MEX-5 binding 0.7, AGP1 TOR yeast 116[may fluoresce green], MCL1-BIM inh -2, GRK2 aptamer HTS 1, CIT2 TOR yeast 154*[may fluoresce green], VLA-4 inh -1, BCLXL inh -3, Yeast superoxide 102 and GLD-1 TGE inh 1.
Screening CSc1cccc(NC(=O)CCS(=O)(=O)c2cccc3nonc23)c1 returned MEX-5 binding 0.8, AGP1 TOR yeast 110, MCL1-BIM inh 5, GRK2 aptamer HTS 1, CIT2 TOR yeast 108, VLA-4 inh -1, BCLXL inh 8, Yeast superoxide 90 and GLD-1 TGE inh 4.
